# E-selectin induc – induces E-selectin expression in human endothelial cells; AID 686992; 260,000 tested, 0.37% active; P16581; activation, % at 7.58 µM; HUVEC E-selectin immunofluorescence imaging; normalized: neutral wells 0, TNF-alpha wells 100;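 active means mean E-selectin-positive cell signal at least 10% of the positive control, reached in at least 60% of replicates, without over 20% cell loss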;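 further: in these data hits start at about 27%; measured in HUVEC primary endothelial cells; signal is the percent of cells scored E-selectin positive by PE staining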
# Target sequence (P16581 whole entry, looked up): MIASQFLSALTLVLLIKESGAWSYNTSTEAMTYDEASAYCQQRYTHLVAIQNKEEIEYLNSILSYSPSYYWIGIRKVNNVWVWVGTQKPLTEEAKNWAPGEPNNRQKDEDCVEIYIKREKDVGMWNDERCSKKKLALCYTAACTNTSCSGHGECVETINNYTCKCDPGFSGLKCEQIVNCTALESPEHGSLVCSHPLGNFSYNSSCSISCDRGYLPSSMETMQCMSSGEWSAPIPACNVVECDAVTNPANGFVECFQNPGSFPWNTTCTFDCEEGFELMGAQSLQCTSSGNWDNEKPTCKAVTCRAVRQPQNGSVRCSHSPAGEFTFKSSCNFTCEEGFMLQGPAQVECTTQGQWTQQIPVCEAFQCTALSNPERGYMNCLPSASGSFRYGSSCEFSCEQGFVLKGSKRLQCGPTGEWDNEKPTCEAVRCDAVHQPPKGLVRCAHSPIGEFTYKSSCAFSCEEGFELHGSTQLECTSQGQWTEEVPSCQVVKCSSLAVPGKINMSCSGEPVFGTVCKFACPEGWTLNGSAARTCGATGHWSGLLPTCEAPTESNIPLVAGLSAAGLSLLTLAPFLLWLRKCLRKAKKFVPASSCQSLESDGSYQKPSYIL
#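 System: HUVEC, human umbilical vein endothelial cells; quantity: 3,000 cells/well; buffer or medium: EGM-2 medium, gelatin-coated wells; dosing: single-point compound dose; detection: immunofluorescence imaging; evaluation: % PE-positive cells; benchmarks: TNF-alpha, DMSO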
# Xi reactivation – X-chromosome reactivation activator | 360,000 tested, 0.055% active | activation, % at 7.58 µM | AID 743238 | XiGFP mouse fibroblasts, % GFP-positive cells imaging, 3 d; cells co-treated with 5-aza-dC sensitizer; scaled so ellipticine positive control = 100%;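 active means mean normalized replicate activation at least 10% and every replicate at or above 10%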;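 further: 0% = median of on-plate neutral control wells and 100% = ellipticine 6 µM median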
#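 material = 68-5-11 XiGFP fibroblast line | medium = DMEM plus 5-aza-dC sensitizer | schedule = 3 days compound exposure | benchmarks = positive control ellipticine, 6 µM final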
# esBAF inh – SWI/SNF esBAF complex inhibition; mouse ES cells, Bmi1-luciferase knock-in reporter, 24 h; 100% = twice the neutral-well signal; reporter increase, % at 12.5 µM; 350,000 tested, 2% active; AID 602393; in the data active means activation above about 40%;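 further: 0% = median of the plate's neutral control wells and 100% = double that signal; a rise in the Bmi1 reporter signal indicates esBAF inhibition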
# * hit, by the source's call. This is a subset (hit frequency here may not be typical).
SMILES,E-selectin induc,Xi reactivation,esBAF inh
C[C@H](CO)N1C[C@H](C)[C@H](CN(C)C(=O)Nc2ccc3c(c2)OCO3)Oc2ccc(NS(=O)(=O)c3ccc(F)cc3)cc2CC1=O,0.2,-0.8,2.4
CCC(=O)Nc1ccc2c(c1)C(=O)N(C)C[C@@H](OC)[C@@H](C)CN(Cc1nccs1)[C@H](C)CO2,-0.1,0.3,-1.6
CCCNC(=O)Nc1ccc2c(c1)C(=O)N(C)C[C@@H](OC)[C@@H](C)CN(C(=O)c1ccccc1F)[C@H](C)CO2,0.3,3.1,3.7
CC(C)CC#Cc1cnc2c(c1)C(=O)N([C@H](C)CO)C[C@H](C)[C@@H](CN(C)C(=O)c1cccc(F)c1)O2,0.7,-0.1,1.5
C[C@@H]1CN([C@@H](C)CO)C(=O)CCCn2cc(nn2)CO[C@@H]1CN(C)C(=O)C1CC1,0.0,-0.4,2.2
C[C@H](CO)N1C[C@H](C)[C@@H](CN(C)C(=O)C2CCCCC2)Oc2cc(Br)ccc2S1(=O)=O,0.1,-0.8,3.7
CCCN1C[C@@H](C)[C@@H](OC)CN(C)C(=O)c2cc(NC(=O)CC)ccc2OC[C@@H]1C,0.1,0.0,-3.7
CNC(=O)C[C@H]1CC[C@H]2[C@@H](COc3ccc(NC(=O)Nc4cc(C)cc(C)c4)cc3C(=O)N2C)O1,0.1,0.3,-0.4
C[C@@H]1CN([C@@H](C)CO)C(=O)c2cc(NS(=O)(=O)c3ccc(Cl)cc3)ccc2O[C@@H]1CN(C)S(C)(=O)=O,-2.0,-0.1,-0.5
Cc1noc(C)c1NC(=O)Nc1cccc2c1O[C@@H](CN(C)S(=O)(=O)c1ccccc1)[C@H](C)CN([C@@H](C)CO)C2=O,0.3,-0.9,-1.7

# The last 7 entries of the section above lead into the next.
SMILES,E-selectin induc,Xi reactivation,esBAF inh
CC(C)CC#Cc1cnc2c(c1)C(=O)N([C@H](C)CO)C[C@H](C)[C@@H](CN(C)C(=O)c1cccc(F)c1)O2,0.7,-0.1,1.5
C[C@@H]1CN([C@@H](C)CO)C(=O)CCCn2cc(nn2)CO[C@@H]1CN(C)C(=O)C1CC1,0.0,-0.4,2.2
C[C@H](CO)N1C[C@H](C)[C@@H](CN(C)C(=O)C2CCCCC2)Oc2cc(Br)ccc2S1(=O)=O,0.1,-0.8,3.7
CCCN1C[C@@H](C)[C@@H](OC)CN(C)C(=O)c2cc(NC(=O)CC)ccc2OC[C@@H]1C,0.1,0.0,-3.7
CNC(=O)C[C@H]1CC[C@H]2[C@@H](COc3ccc(NC(=O)Nc4cc(C)cc(C)c4)cc3C(=O)N2C)O1,0.1,0.3,-0.4
C[C@@H]1CN([C@@H](C)CO)C(=O)c2cc(NS(=O)(=O)c3ccc(Cl)cc3)ccc2O[C@@H]1CN(C)S(C)(=O)=O,-2.0,-0.1,-0.5
Cc1noc(C)c1NC(=O)Nc1cccc2c1O[C@@H](CN(C)S(=O)(=O)c1ccccc1)[C@H](C)CN([C@@H](C)CO)C2=O,0.3,-0.9,-1.7
Cc1noc(C)c1NC(=O)Nc1ccc2c(c1)C(=O)N([C@H](C)CO)C[C@H](C)[C@H](CN(C)S(=O)(=O)c1ccccc1)O2,-0.2,-0.5,0.2
CC(C)NC(=O)N(C)C[C@@H]1Oc2ncc(C#CC3CCCCC3)cc2C(=O)N([C@@H](C)CO)C[C@H]1C,1.0,0.4,5.4
CCCC#Cc1ccc2c(c1)O[C@@H](CN(C)S(=O)(=O)c1cccc(OC)c1)[C@@H](C)CN([C@H](C)CO)S2(=O)=O,0.2,-0.6,3.2
CC(C)NC(=O)Nc1ccc2c(c1)CC(=O)N([C@H](C)CO)C[C@@H](C)[C@H](CN(C)S(=O)(=O)c1ccc(F)cc1)O2,-2.6,0.0,1.1
CC(C)NC(=O)N(C)C[C@@H]1Oc2ccc(NS(=O)(=O)c3cccs3)cc2C(=O)N([C@@H](C)CO)C[C@@H]1C,-3.5,-0.6,0.9
C[C@@H]1CN([C@H](C)CO)C(=O)c2cc(-c3cncnc3)cnc2O[C@H]1CN(C)Cc1ccc(Oc2ccccc2)cc1,-0.2,-0.3,-7.3
CCCN1C[C@@H](C)[C@H](OC)CN(C)C(=O)c2ccc(NS(=O)(=O)c3cn(C)cn3)cc2OC[C@@H]1C,0.2,0.1,2.0
COCC(=O)N[C@H]1C=C[C@@H](CC(=O)NCc2ccc(Cl)cc2)O[C@@H]1CO,0.0,-0.4,-0.9
CCCNC(=O)C[C@@H]1CC[C@H]2[C@H](COc3ccc(NC(=O)c4cccc(Cl)c4)cc3C(=O)N2C)O1,0.6,0.1,5.2
CN1C(=O)c2cc(NC(=O)C3CCCCC3)ccc2OC[C@H]2O[C@@H](CC(=O)NC3CCCC3)CC[C@H]21,-0.1,0.0,1.6

# 4 records picked at random from the list so far:
SMILES,E-selectin induc,Xi reactivation,esBAF inh
CCCN1C[C@@H](C)[C@@H](OC)CN(C)C(=O)c2cc(NC(=O)CC)ccc2OC[C@@H]1C,0.1,0.0,-3.7
CN1C(=O)c2cc(NC(=O)C3CCCCC3)ccc2OC[C@H]2O[C@@H](CC(=O)NC3CCCC3)CC[C@H]21,-0.1,0.0,1.6
Cc1noc(C)c1NC(=O)Nc1ccc2c(c1)C(=O)N([C@H](C)CO)C[C@H](C)[C@H](CN(C)S(=O)(=O)c1ccccc1)O2,-0.2,-0.5,0.2
CCCNC(=O)Nc1ccc2c(c1)C(=O)N(C)C[C@@H](OC)[C@@H](C)CN(C(=O)c1ccccc1F)[C@H](C)CO2,0.3,3.1,3.7

# More records
SMILES,E-selectin induc,Xi reactivation,esBAF inh
O=C(Nc1ccc2c(c1)[C@@H]1C[C@H](CC(=O)N3CCCCC3)O[C@H](CO)[C@@H]1O2)Nc1ccccc1F,0.2,0.0,-0.4
COc1cccc(S(=O)(=O)N(C)C[C@H]2Oc3cc(C4=CCCCC4)ccc3S(=O)(=O)N([C@H](C)CO)C[C@H]2C)c1,0.9,-0.8,-3.7
C[C@@H]1CN([C@H](C)CO)C(=O)c2cccc(NC(=O)C3CCOCC3)c2O[C@H]1CN(C)C(=O)Nc1ccc2c(c1)OCO2,0.0,0.4,1.2
C[C@H](CO)N1C[C@H](C)[C@@H](CN(C)Cc2cccnc2)Oc2cc(-c3ccccc3F)ccc2S1(=O)=O,1.2,-1.4,-0.6
CNC[C@@H]1Oc2ncc(/C=C/c3ccccc3)cc2C(=O)N([C@H](C)CO)C[C@H]1C,2.6,0.2,-1.1
C[C@@H]1CN([C@H](C)CO)C(=O)c2cc(-c3ccc(F)cc3)cnc2O[C@H]1CN(C)Cc1ccc(F)cc1,-0.1,0.0,-7.0
C[C@@H]1CCCCO[C@@H](CN(C)Cc2ccncc2)[C@H](C)CN([C@@H](C)CO)C(=O)c2cc(NC(=O)Cc3ccccc3)ccc2O1,-0.1,0.2,2.7
C[C@@H]1CN([C@@H](C)CO)C(=O)c2cccc(NC(=O)C3CCCCC3)c2O[C@@H]1CN(C)S(=O)(=O)c1cn(C)cn1,-0.1,-0.2,5.2
C[C@@H]1CN([C@@H](C)CO)C(=O)c2cc(NC(=O)Cc3ccccc3)ccc2O[C@H]1CN(C)Cc1ccc(-c2ccccc2)cc1,-0.9,0.5,-2.3
CN1C(=O)c2cc(NC(=O)c3ccc(C(F)(F)F)cc3)ccc2OC[C@H]2O[C@H](CC(=O)NCc3ccc4c(c3)OCO4)CC[C@@H]21,0.4,0.0,6.6
COc1ccc(C#Cc2cnc3c(c2)C(=O)N([C@@H](C)CO)C[C@@H](C)[C@@H](CN(C)C(=O)Nc2cccc(OC)c2)O3)cc1,0.1,-1.1,21.2
Cc1cc(C(=O)Nc2cccc3c2O[C@H](CN(C)Cc2ccc(Oc4ccccc4)cc2)[C@H](C)CN([C@H](C)CO)C3=O)n(C)n1,-12.8,0.2,-4.3
CO[C@H]1CN(C)C(=O)c2ccc(NS(=O)(=O)CC(F)(F)F)cc2OC[C@@H](C)N(C(=O)NC(C)C)C[C@H]1C,-0.3,0.0,-4.9
C[C@@H]1CN([C@@H](C)CO)S(=O)(=O)c2ccc(-c3ccncc3)cc2O[C@@H]1CN(C)C(=O)C1CCCCC1,-0.2,-0.3,20.8
C[C@H](CO)N1C[C@H](C)[C@@H](CN(C)Cc2ccccc2)OCCCC[C@H](C)Oc2ccc(NC(=O)CCC(F)(F)F)cc2C1=O,0.0,0.0,-9.2
CCC(=O)Nc1ccc2c(c1)C(=O)N(C)C[C@@H](OC)[C@H](C)CN(C(=O)CN1CCOCC1)[C@H](C)CO2,0.1,0.1,-1.8
CO[C@H]1CN(C)C(=O)c2ccc(NC(=O)C3CCOCC3)cc2OC[C@@H](C)N(C(=O)c2ccccc2)C[C@@H]1C,0.2,-0.2,-4.9
COc1ccccc1-c1ccc2c(c1)O[C@@H](CN(C)S(=O)(=O)c1ccc(F)cc1)[C@H](C)CN([C@H](C)CO)S2(=O)=O,-0.2,-0.1,1.6
C[C@@H]1CN([C@@H](C)CO)C(=O)c2cc(-c3ccccc3)cnc2O[C@@H]1CN(C)C(=O)Cc1ccccc1,0.0,-0.7,-3.4
COc1ccc(S(=O)(=O)N(C)C[C@@H]2Oc3ccc(NS(=O)(=O)c4cn(C)cn4)cc3C(=O)N([C@H](C)CO)C[C@@H]2C)cc1,0.2,-0.8,-3.1
C[C@H](CO)N1C[C@H](C)[C@@H](CN(C)C(=O)C2CCCCC2)OCCCC[C@H](C)Oc2ccc(NS(C)(=O)=O)cc2C1=O,-0.2,0.0,5.5
C[C@H](CO)N1C[C@H](C)[C@H](CN(C)Cc2ccc3cccnc3c2)OCc2cn(nn2)CCCC1=O,0.0,0.4,-0.5
CCCC(=O)Nc1ccc2c(c1)C(=O)N(C)C[C@H](OC)[C@H](C)CN(Cc1ccc(F)cc1)[C@@H](C)CO2,0.1,0.1,0.1
Cc1ccc(S(=O)(=O)N(C)C[C@@H]2Oc3c(NS(=O)(=O)c4cn(C)cn4)cccc3C(=O)N([C@H](C)CO)C[C@H]2C)cc1,0.6,0.2,2.1
CNC[C@@H]1OCc2cnnn2CCCC(=O)N([C@H](C)CO)C[C@@H]1C,0.3,0.5,0.4
C[C@H]1CN([C@@H](C)CO)C(=O)c2cccc(NC(=O)Nc3ccccc3)c2O[C@H]1CN(C)C(=O)Nc1ccccc1,0.3,0.4,0.8
C[C@@H]1CN([C@H](C)CO)C(=O)c2ccccc2-c2ccccc2CO[C@@H]1CN(C)Cc1ccncc1,-0.3,-0.5,-1.6
C/C=C/c1ccc2c(c1)O[C@@H](CN(C)C(=O)C1CC1)[C@H](C)CN([C@@H](C)CO)S2(=O)=O,-0.2,-0.8,4.4
C[C@@H]1CN([C@@H](C)CO)C(=O)CCCn2nncc2CO[C@@H]1CN(C)Cc1ccncc1,-0.1,0.1,3.1
COc1cccc(NC(=O)C[C@@H]2CC[C@H]3[C@H](COc4ccc(NC(=O)C5CCOCC5)cc4C(=O)N3C)O2)c1,0.4,0.3,2.5
C[C@@H]1CN([C@@H](C)CO)S(=O)(=O)c2ccc(-c3ccccc3)cc2O[C@@H]1CN(C)C(=O)C1CC1,3.3,0.0,-0.8
CO[C@@H]1CN(C)C(=O)c2cc(NC(=O)Nc3cccc(Cl)c3)ccc2OC[C@@H](C)N(C(=O)Nc2c(C)noc2C)C[C@H]1C,0.4,0.2,-0.4
C[C@@H]1CN([C@@H](C)CO)C(=O)c2cc(NC(=O)Nc3ccc(C(F)(F)F)cc3)ccc2O[C@@H](C)CCCCO[C@H]1CN(C)C,0.0,0.1,1.3
COc1ccc(S(=O)(=O)Nc2cccc3c2O[C@H](CN(C)Cc2ccc(Cl)c(Cl)c2)[C@@H](C)CN([C@@H](C)CO)C3=O)cc1,0.0,0.2,1.8
C[C@@H]1CCCCO[C@H](CN(C)C(=O)CCCN(C)C)[C@@H](C)CN([C@@H](C)CO)C(=O)c2cc(NC(=O)c3ccccc3)ccc2O1,2.0,-0.8,1.1
CSCC[C@H](NC(=O)C1CCN(S(=O)(=O)c2ccc(C)cc2)CC1)C(=O)NC1CCS(=O)(=O)C1 (some centres undefined),6.0,0.3,-9.6
CNC[C@H]1Oc2ncc(-c3ccc(OC)cc3)cc2C(=O)N([C@H](C)CO)C[C@H]1C,-1.1,0.1,4.3
C[C@@H]1CN([C@@H](C)CO)C(=O)c2cc(NC(=O)C3CCCCC3)ccc2O[C@@H](C)CCCCO[C@H]1CN(C)C(=O)c1ccncc1,-0.2,-1.1,-3.8
C[C@@H]1CN([C@H](C)CO)C(=O)c2cc(NS(=O)(=O)c3ccc(Cl)cc3)ccc2O[C@@H]1CN(C)C(=O)Nc1ccc(C(F)(F)F)cc1,0.8,-1.2,3.1
